# Thrombin inh = thrombin (human) inhibition; P00734; alpha-thrombin, Boc-VPR-AMC fluorogenic substrate cleavage; inhibition, % at 5 µM; 220,000 tested, 0.26% active;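 active = inhibition at or above 40%; inactive = inhibition below 40%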;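 also: 0% = enzyme with no compound and 100% = wells without enzyme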
#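 signal = AMC fluorescence, 355/460 nm | material = human alpha-thrombin enzyme | control set = enzyme without compound as high, wells lacking enzyme as low | times = reaction at room temperature | read-out basis = percent inhibition scaled between no-compound controls and no-enzyme blanks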
# PERK inh = human PERK inhibition, primary cell-based screen; AID 1416; inhibition, % at 5.6 µM; 220,000 tested, 0.17% active; CHO PERK-DD fusion, SEAP luminescence translation reporter;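 active = inhibition above the mean inhibition of all tested compounds plus 3 SD, set separately per screening campaign, cut at about 2.9% in these data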;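 also: PERK kinase domain activated by AP20187 dimerizer at 100 nM; 0% = DMSO with dimerizer and 100% = rapamycin at 8.4 µM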
# Wee1 stabilizer = inhibitors of human Wee1 degradation; HeLa Luc-Wee1K328M stability, luciferase luminescence; 100% = proteasome inhibitor MG132 effect; P30291; 220,000 tested, 1.2% active; reporter increase, % at 5 µM;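 active = activation above the mean of all tested compounds plus 3 SD, set per screening run, cut at about 8.8% in these data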;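 also: cells exposed to compound for 20 h before luminescence read; 0% = DMSO alone and 100% = MG132 at 30 µM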
# FXIa inh 1536 = inhibitors of human coagulation factor XIa; P03951; purified FXIa, Boc-Glu-Ala-Arg-AMC fluorogenic substrate; inhibition, % at 5 µM; 220,000 tested, 0.14% active; AID 798;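 active = inhibition of at least 40%; inactive = inhibition below 40%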;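 also: fluorescence of freed AMC excited at 355 nm; 0% = enzyme without compound and 100% = no enzyme blank; many of its hits are not listed in these tables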
# Target sequence (P03951 19-387 limits assumed): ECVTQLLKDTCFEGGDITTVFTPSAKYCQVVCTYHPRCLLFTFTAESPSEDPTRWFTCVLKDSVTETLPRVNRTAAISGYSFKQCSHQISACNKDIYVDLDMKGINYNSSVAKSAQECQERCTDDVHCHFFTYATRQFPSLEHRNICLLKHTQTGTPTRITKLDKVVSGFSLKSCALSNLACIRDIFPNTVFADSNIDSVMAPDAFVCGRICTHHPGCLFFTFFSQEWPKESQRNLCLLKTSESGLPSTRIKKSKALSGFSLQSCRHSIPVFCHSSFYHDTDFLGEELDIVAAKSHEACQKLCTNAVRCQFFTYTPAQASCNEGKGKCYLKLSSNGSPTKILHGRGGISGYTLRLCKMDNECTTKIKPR
# Target sequence (P03951 388-625 limits assumed): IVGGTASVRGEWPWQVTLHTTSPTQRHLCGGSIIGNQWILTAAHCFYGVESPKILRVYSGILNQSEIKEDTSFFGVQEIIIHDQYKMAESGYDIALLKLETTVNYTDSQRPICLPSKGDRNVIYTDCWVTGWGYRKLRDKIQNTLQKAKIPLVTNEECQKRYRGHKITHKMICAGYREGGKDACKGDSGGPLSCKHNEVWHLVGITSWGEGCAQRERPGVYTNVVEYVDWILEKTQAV
# FXIIa inh 1536 = factor XIIa (human) inhibition | P00748 | purified FXIIa, Boc-QGR-AMC fluorogenic substrate, 2 h | inhibition, % at 5 µM | 220,000 tested, 0.3% active; in the data active = inhibition above about 40%;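 also: 0% = enzyme with no compound and 100% = blank without enzyme; many of its hits are not listed in these tables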
# p97 ATPase inh = human p97 ATPase inhibition | P55072 | inhibition, % at 8 µM | 220,000 tested, 0.42% active | recombinant p97 ATPase, Kinase-Glo ATP luminescence, 3 h; in the data active = inhibition above about 15%;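 also: 0% = DMSO vehicle and 100% = wells lacking enzyme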
# hK5 inh = kallikrein 5 (human) inhibition | Q9Y337 | AID 873 | 210,000 tested, 0.59% active | recombinant hK5, fluorogenic AMC substrate cleavage | inhibition, % at 5 µM;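 active = inhibition of 40% or more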;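 also: 0% = enzyme controls without compound and 100% = no-enzyme blanks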
# Target sequence (Q9Y337 67-293 limits assumed): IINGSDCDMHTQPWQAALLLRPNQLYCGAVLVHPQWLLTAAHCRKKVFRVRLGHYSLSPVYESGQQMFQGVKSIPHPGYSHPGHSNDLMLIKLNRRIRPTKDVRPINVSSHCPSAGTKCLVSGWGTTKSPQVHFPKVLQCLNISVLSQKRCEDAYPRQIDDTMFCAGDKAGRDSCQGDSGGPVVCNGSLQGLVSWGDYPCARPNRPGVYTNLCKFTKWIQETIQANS
# Cl transport mod = modulates chloride dependent transport by human KCC2; B-score of Tl+ flux slope (higher = more flux/activation; lower = inhibition) at 10 µM; KCC2 cells, thallium flux FluoZin-2 fluorescence; AID 1456; Q9H2X9; 190,000 tested, 2.2% active;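 active = thallium flux slope and its plate-corrected score both differing from the plate sample mean at a set confidence after two filtering rounds, in either direction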;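 also: slope of fluorescence scaled to starting intensity during 10 to 20 s after thallium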
# Furin inh = blocks human furin protease activity | P09958 | purified furin, fluorogenic substrate cleavage | inhibition, % at 30 µM | 220,000 tested, 0.061% active; in the data active = inhibition above about 25%; also: inactives centre near -15
# Numbers without * were called inactive; . = not tested or not shown; [ ] = another dose, or the depositor's remark.
# Values in the order: Furin inh, Cl transport mod, FXIa inh 1536, Thrombin inh, FXIIa inh 1536, Wee1 stabilizer, p97 ATPase inh, PERK inh, hK5 inh
> CNC(=O)c1nn(-c2ccccc2)ccc1=O
→ -16.8[20 µM], 0.0627, 1.3, 4.6, 16.0, -0.4, 1.6, 0.9, -0.4
> Cc1ccc(C)c2[nH]c(=O)c(CCNC(=O)CC(C)(C)C)cc12
→ -16.7, -0.00294, 2.3, 2.5, 11.4, -1.9, 1.1, -0.6, 1.4
> O=C(Cc1ccccc1Cl)NNC(=O)Nc1ccccc1
→ -17.0, 0.368, -0.3, -2.6, 2.6, 0.0, -2.4, 0.7, -13.1
> CCOP(=O)(OCC)C(C#N)=C1SCN(c2ccccc2)CS1
→ -48.4[20 µM], 0.636, ., ., ., 3.1, 0.4, 0.1, .
> Cc1ccc(S(=O)(=O)Nc2c(C)ccc3nsnc23)cc1
→ -1.6[20 µM], -1.45, 6.4, -0.1, 13.8, 2.2, -3.5, -0.2, -6.1
> CCn1c(=O)cc(SCC(=O)Nc2cc(OC)c(OC)c(OC)c2)c2ccccc21
→ -26.0[20 µM], -1.8, -3.4, -2.6, 14.7, -1.0, 2.1, -0.2, 2.7
> COC(Cn1c2c(c3cc(C)ccc31)CCCC2NCc1ccccc1)OC (stereo unspecified)
→ -25.5, -0.669, 0.1, -1.5, 8.9, 1.6, -4.2, -0.2, 1.1
> CN(C)NC(=O)c1ccsc1NC(=O)c1ccc(S(=O)(=O)N(C)C)cc1
→ -6.2, -1.31, 3.0, -0.6, 7.0, 0.9, 10.1, 1.6, 2.5
> O=c1cc(-c2ccccc2)n(S(=O)(=O)c2ccccc2)o1
→ -15.5[20 µM], 0.386, 8.2, -0.2, 22.7, 1.7, -2.1, 0.0, -2.8
> O=C(Nc1ccc2ccccc2c1)/C(=C/c1cccc(Br)c1)NC(=O)c1ccco1
→ -1.1, -1.51, -1.9, -7.5, 6.2, 1.4, 3.4, 0.6, -16.3
> COc1ccc2c(=O)c3c(=O)n(-c4ccccc4)c(-c4ccc(C)cc4)nc3oc2c1
→ -11.0, 0.0505, -9.2, -3.4, 2.7, -2.2, 7.5, -0.3, -6.0
> CCCCCn1c(SCCN2CCOCC2)nc2c1c(=O)[nH]c(=O)n2C
→ -20.9, -0.417, 4.8, 2.7, 25.8, 2.7, 2.4, -0.2, -15.3
> COc1ccc(CNC(=O)C(c2ccncc2)N(C(=O)Cc2cccs2)c2ccccc2)cc1 (stereo unspecified)
→ -14.0, -0.624, 5.0, -3.8, 8.5, -0.5, 5.8, 1.0, -16.5
> COc1ccc(-n2cccc2C=O)cc1
→ -20.6, 1.07, 7.8, -6.8, 10.3, -0.5, 10.3, 0.8, -24.7
> CCOC(=O)C1CCN(C(=O)CSCc2nc(-c3ccc(OCC)cc3)oc2C)CC1
→ -11.8, -0.162, -10.8, 0.1, -2.3, 3.1, 0.4, -0.2, -1.4
> CSc1nc(N)nc(C2CC2)n1
→ -16.4, ., 0.5, -7.1, 2.5, 4.7, 4.7, 1.4, -7.4
> O=C(COC(=O)CCc1ccccc1)Nc1cc(S(=O)(=O)N2CCOCC2)ccc1N1CCCC1
→ -15.7, -3.19, -5.6, 2.4, -0.8, 5.0, -0.8, -0.9, -5.7
> Cc1ccc(/C=C2\OC(=O)c3ccccc32)cc1
→ -11.1[20 µM], 1.1, 2.5, 2.9, 13.0, -1.2, -2.0, 0.7, 1.1
> Oc1ccccc1/C=N/N1CCCCC1
→ 3.9, 0.0291, 9.3, 11.7, 12.8, 1.2, -0.9, 1.5, 17.8
> O=C(COC(=O)C12CC3CC(CC(O)(C3)C1)C2)N1CCN(S(=O)(=O)c2ccc(Cl)cc2)CC1
→ -11.0[20 µM], -0.805, 3.2, 1.9, 11.8, 3.8, -10.4, -0.7, -23.6
> CCOc1ccc(Cl)cc1/C=N/NC(N)=O
→ -22.1, 0.00601, -0.4, 2.5, 6.4, -2.0, 0.3, -0.1, -4.1
> Cn1c(=O)cc(SCC(=O)NCc2ccco2)c2ccccc21
→ -17.7, 3.67e-05, 7.7, -4.0, 6.3, -0.7, 3.2, 0.9, 7.2
> CS(=O)(=O)n1nc(-c2ccco2)nc1N
→ -10.0, -0.0947, -6.6, 1.7, -2.0, -2.5, -0.1, 0.6, -7.6
> CN(C)C=Nc1nonc1-c1ccccc1
→ -20.3, 0.327, 1.6, -4.2, 7.5, 5.8, 6.1, 1.9, -0.7
> COc1c(C(CC(C)C)OC(C)=O)ccc2c1C(=O)OCc1cc(C)cc(O)c1O2 (stereo unspecified)
→ -29.6, -0.719, 4.6, 6.1, 12.6, ., ., ., 5.3
> CCOC(=O)C1=C(C)N(CC(C)C)C(=O)/C1=C\c1ccc(OCC(=O)Nc2ccccc2)cc1
→ -18.4[20 µM], 0.479, 5.5, 3.8, 12.6, 0.3, 3.3, -0.6, 6.1
> COc1ccc(N2CCN(C(=O)c3ccc(C)cc3Cl)CC2)cc1
→ -14.9[20 µM], 0.846, -3.1, -10.4, 6.3, -2.2, -1.9, 0.0, -29.1
> COc1ccc(NC(=O)c2cn(-c3ccccc3)nc2-c2ccncc2)cc1
→ -14.9, 0.231, -1.2, 7.2, 11.9, 4.0, 4.6, -0.7, -4.4
> COc1ccc(-c2nc(CN(C)C(C)c3ccon3)c(C)o2)c(C)c1C (stereo unspecified)
→ -23.5, -1.54, -4.3, -9.0, 3.0, -0.7, 0.7, 0.3, -1.9
> O=C(c1cc2ccccc2o1)c1cccs1
→ -8.7[20 µM], -0.921, -1.9, -4.4, 3.0, 3.6, -0.1, 0.4, 2.3
> COc1cccc(OC)c1OCc1cc(C2C3CCCC=C3C(C#N)=C(N)C2(C#N)C#N)c(C)cc1C (stereo unspecified)
→ -7.0[20 µM], ., 6.5, 3.3, -7.5, 1.5, 9.1, 0.0, 0.2
> C/C(=N\OCC(=O)Nn1c(C)nc2ccccc2c1=O)c1cccs1
→ -14.6, 0.239, -3.1, -4.5, 2.0, -2.3, 3.2, 0.8, 0.2
> CCn1c(C)c(P(c2ccccc2)c2ccccc2)[n+]2ccccc12
→ -24.1, 0.347, -4.8, -25.5, 5.9, -1.1, 5.4, 1.3, -5.4
> O=S1(=O)CC(NCc2ccccc2)C(Nc2ccc(Cl)cc2)C1 (stereo unspecified)
→ -24.2, -1.11, 4.6, -0.1, 15.0, 0.8, 2.6, -0.8, 4.7
> OCC#Cc1cnc2ccccc2c1
→ -19.3, -0.0912, 6.1, -4.0, 20.4, -0.4, -3.1, 0.7, -8.7
> COc1ccc(-c2nc3cnccn3c2Nc2ccc(C)cc2)cc1
→ -1.0, 0.00271, -10.6, -12.3, -15.4, 1.9, -7.7, -1.0, -152.7
> CN(C)N1C(N)=C(C#N)C(c2ccsc2)C2=C1CCCC2=O (stereo unspecified)
→ 0.1, -0.387, 0.0, -6.0, 12.2, -0.8, -2.9, 0.2, -8.6
> O=C(Nc1cccc(F)c1)N1CC=C(c2ccc(Cl)cc2)CC1
→ -24.6[20 µM], -0.565, -5.9, -7.9, -19.2, -0.5, 2.6, -0.5, -17.6
> CCCCN(CC)C(=O)CSc1cc(=O)n(C)c2ccccc12
→ -24.7[20 µM], 0.00838, -0.7, -4.0, -3.6, -3.1, 1.7, -1.1, -0.9
> CC(C)OC(=O)c1ccc(Cn2nnc3ccccc3c2=O)cc1
→ -10.3[20 µM], ., 1.9, -2.6, 6.7, -2.1, -4.3, 0.4, -1.8
> CC(=O)n1cc([C@H]2C=C(C(=O)NCc3ccccc3)O[C@@H](OCCCCO)C2)c2ccccc21
→ -24.1, -1.51, -6.3, -6.9, 6.5, 4.9, 5.8, 1.1, 0.8
> O=C(CN1CCc2ccccc2C1)Nc1cc(S(=O)(=O)N2CCOCC2)ccc1N1CCCC1
→ -22.0, 0.638, -12.3, -7.0, 1.4, -2.5, -4.8, -1.1, -3.6
> Cc1ccc(Cl)cc1NC(=O)N[C@@H](CC(C)C)C(=O)O
→ -7.3, 0.71, -4.9, -8.5, 1.8, -3.2, -4.5, 0.8, -1.0
> CC(C)CN(CCOc1cccc(N2C(=O)C3=C(CCCC3)C2=O)c1)CC(C)C
→ -9.9, 0.00231, 7.8, 2.7, 17.6, 9.0*, 3.4, 0.7, -13.8
> CC(C)c1onc(C(=O)N2CCOCC2)c1[N+](=O)[O-]
→ -24.3, 0.812, 1.4, 1.2, 5.2, 0.3, 6.6, 1.1, .
> Cc1onc(-c2ccccc2)c1C(=O)Nc1ccc(S(=O)(=O)N2CCCC2)cc1
→ -5.1, 1.79, -4.7, -8.2, 3.5, -0.4, -3.7, -0.5, -0.1
> Cc1cc(N2CCOCC2)nc(N)n1
→ -18.9, -0.00692, -6.1, 1.6, 8.3, 1.4, 1.8, 1.4, 10.6
> O=C(NCc1ccco1)C1CC(=O)N(CCc2ccccc2)C1 (stereo unspecified)
→ -10.9, 0.0564, 4.0, 2.3, 15.0, -0.4, -6.3, -1.8, -8.3
> COc1cc(S(=O)(=O)N2CCCCC2)ccc1NC(C)=O
→ -11.1[20 µM], 1.01, 4.4, 1.0, 14.3, -2.7, 2.3, 0.4, -11.4
> CCOC(=O)C1=C(C)NC(SCC(N)=O)=C(C#N)C1c1cccs1 (stereo unspecified)
→ -9.6[20 µM], -0.00788, 17.5, 3.0, 13.0, -2.7, 4.9, 0.2, 5.6
> CC(C(=O)NC1CCCC1)N(C(=O)CS(=O)CC(=O)Nc1ccc(F)cc1)c1ccc2c(c1)OCCO2 (stereo unspecified)
→ -26.2, ., 11.2, 1.1, 8.6, -2.1, -0.7, 0.7, -2.3
> CCCc1cc(C(=O)OC)c2ccccc2n1
→ -22.4, -1.31, 0.2, -6.2, 4.0, -1.1, 5.8, 1.5, -12.0
> c1ccc(CCNc2ncnc3sccc23)nc1
→ -20.7, 0.73, -7.0, -4.1, 4.9, 0.5, -10.8, 0.3, -3.2
> CCOC(=O)C1CCCN(S(=O)(=O)c2ccc(NC(C)=O)cc2)C1 (stereo unspecified)
→ -16.5, -0.787, 2.3, -9.9, 6.1, -4.1, 1.3, 0.3, 1.8
> COc1ccc(C2c3c(-c4ccccc4O)n[nH]c3C(=O)N2Cc2ccco2)cc1 (stereo unspecified)
→ -20.2, 0.157, -1.7, -2.2, 2.7, -1.1, 5.7, -0.4, 3.2
> CCC(=O)Nc1cccc(-c2cn3ccccc3n2)c1
→ -19.8, -0.796, 2.9, 1.7, 7.2, -0.4, 7.1, -0.6, -2.7
> Cc1ccc(OCCSCc2nc3ccccc3[nH]2)cc1
→ -28.2[20 µM], ., -3.3, -7.5, 2.1, -2.4, 0.8, 0.5, -14.7
> O=C1CCCC(=O)N1c1ccc(N2CCN(c3ccc([N+](=O)[O-])cc3)CC2)c([N+](=O)[O-])c1
→ -26.8, -0.0317, 5.5, -2.9, 5.9, 1.1, 0.0, -0.3, -1.6
> CC(/C=C/c1ccc2c(c1)OCO2)=N\NC(=O)C(O)c1ccccc1 (stereo unspecified)
→ -0.5, -0.232, 4.1, -5.9, 11.2, 2.4, 5.2, 1.6, 2.0
> Cc1ccc(Cl)c(NC(=O)CN2CCN(C=O)CC2)c1
→ -33.8, 1.4, 3.1, -5.1, 9.3, 0.8, 4.8, 0.0, -0.3
> Cc1cc(C)cc(C(=O)Nc2nnc(SCC(=O)N3CCCc4ccccc43)s2)c1
→ -20.1, 0.532, -0.9, -5.6, -0.4, 4.6, -4.0, -0.3, -6.8
> Cc1ccccc1C(=O)NCc1ccncc1
→ -16.9, 0.704, -4.8, -3.3, 8.6, -2.2, 1.1, 0.5, -6.7
> O=C(Nc1ccc2c(c1)OCCO2)C1CCN(c2nnnn2-c2ccccc2)CC1
→ -11.9, -0.812, 0.1, 2.4, 16.3, 1.2, -9.0, -1.4, -36.3

# Compounds were not picked by outcome; overall some 4.4% were active at least once.
